Compound activity (PubChem BioAssay)
MLLE-PAM2 inh: blocks PAM2 peptide binding to the PABP1 MLLE domain; P11940; GST-MLLE / FITC-PAM2 fluorescence polarization; inhibition, % at 20 µM; 0.36% of 360,000 active; AID 588489; in the data active = inhibition above about 35%, passing the limit was not always enough;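 also: plate controls were DMSO wells with GST-MLLE for no effect and wells lacking GST-MLLE protein for full effect; some results filed as inactive read as strong as hits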
Target sequence (P11940 whole entry, looked up, the tested form may be a part): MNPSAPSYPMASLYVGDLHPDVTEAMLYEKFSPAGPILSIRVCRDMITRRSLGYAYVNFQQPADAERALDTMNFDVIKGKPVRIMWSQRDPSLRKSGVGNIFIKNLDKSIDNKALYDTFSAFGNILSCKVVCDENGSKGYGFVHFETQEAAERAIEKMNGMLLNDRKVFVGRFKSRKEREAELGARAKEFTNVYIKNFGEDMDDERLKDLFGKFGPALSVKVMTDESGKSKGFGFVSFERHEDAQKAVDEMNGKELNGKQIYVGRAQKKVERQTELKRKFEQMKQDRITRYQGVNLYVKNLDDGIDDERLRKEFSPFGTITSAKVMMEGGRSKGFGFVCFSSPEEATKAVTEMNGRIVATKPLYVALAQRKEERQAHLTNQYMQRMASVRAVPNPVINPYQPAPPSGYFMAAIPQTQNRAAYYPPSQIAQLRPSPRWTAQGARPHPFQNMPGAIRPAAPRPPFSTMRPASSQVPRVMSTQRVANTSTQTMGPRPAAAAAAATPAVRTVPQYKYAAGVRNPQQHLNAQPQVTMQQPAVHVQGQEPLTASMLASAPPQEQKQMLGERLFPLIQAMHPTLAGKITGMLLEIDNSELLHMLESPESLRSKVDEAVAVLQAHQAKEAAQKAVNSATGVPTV
MsrA act: bovine methionine sulfoxide reductase A activation; purified bovine MsrA, absorbance read-out; activation, % at 10.6 µM; 0.3% of 360,000 active; AID 602163; in the data active = activation above about 7.5%;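 also: 0% = vehicle and 100% = reference activator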
MsrA inh: inhibitors of bovine MsrA | purified bovine MsrA, absorbance read-out | inhibition, % at 15.5 µM | 0.75% of 360,000 active; in the data active = inhibition above about 4.5%;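 also: 0% = vehicle wells with enzyme and 100% = reference inhibitor wells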
E coli Lon inh: inhibitors of E. coli Lon protease; purified E. coli Lon protease, fluorescence polarization; inhibition, % at 7.94 µM; 0.42% of 360,000 active; P0A9M0; in the data active = inhibition above about 13%, passing the limit was not always enough;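 also: 0% = enzyme with probe and DMSO and 100% = no enzyme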
Rin1-Abl PPI inh: human Rin1-Abl interaction inhibition; P00519+Q13671; TR-FRET Rin1/Abl binding, biochemical; inhibition, % at 7.35 µM; 0.4% of 360,000 active; AID 588664; in the data active = inhibition above about 5%, passing the limit was not always enough
MT1-MMP act inh: inhibitors of human MT1-MMP activation; HT1080 RFP-PRO-GFP cells, GFP/RFP ratio fluorescence, overnight; percent of plate control window, DMSO zero; GFP/RFP ratio change, % at 20 µM; 0.061% of 360,000 active; AID 651647;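 active = GFP/RFP ratio change of at least 30% with cell ATP level not reduced by more than half and red fluorescence within 50% of control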; also: strong numbers were not always called active
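Test system: HT1080 cells expressing an RFP-PRO-GFP fluorescent reporter construct / Compound dosing: single-point 20 µM compound, 1% DMSO / Schedule: cells overnight before dosing, compound overnight, 37 °C, 5% CO2 / Evaluation: GFP/RFP fluorescence ratio / Control set: DMSO and RFP-L50D-GFP cell wells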
FAS TE block: inhibitors of human fatty acid synthase thioesterase domain | 0.67% of 360,000 active | inhibition, % at 15 µM | recombinant FAS-TE, OMFH fluorogenic substrate, fluorescence endpoint | P49327;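 active = compounds whose normalised, plate-corrected inhibition of enzyme fluorescence in the single-dose primary screen is 50% or more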;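 also: 0% = DMSO with enzyme and 100% = substrate without enzyme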
Rpn11 inh: blocks the human proteasome subunit Rpn11; O00487; human 26S proteasome, Ub4-pepOG fluorescence polarization; 20S core pre-blocked with epoxomicin; calls only at 20 µM; 0.59% of 360,000 active; AID 588493;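 active = inhibition at 20 µM, scaled to each plate's controls, above about 33%, limit read from the data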
CSN deneddyl inh: blocks human CSN-mediated cullin deneddylation. inhibition, % at 12.5 µM. Q92905. Purified CSN, SCF-Nedd8-OG deneddylation, fluorescence polarization. 0.38% of 360,000 active;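 active = pattern-corrected inhibition above about 35%, with an unprinted fluorescence ratio check between 0.5 and 1.5, limit read from the data, passing the limit was not always enough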;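 also: 0% = enzyme with substrate and 100% = substrate without enzyme; some results filed as inactive read as strong as hits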
Target sequence (Q92905 whole entry, looked up, one chain of several): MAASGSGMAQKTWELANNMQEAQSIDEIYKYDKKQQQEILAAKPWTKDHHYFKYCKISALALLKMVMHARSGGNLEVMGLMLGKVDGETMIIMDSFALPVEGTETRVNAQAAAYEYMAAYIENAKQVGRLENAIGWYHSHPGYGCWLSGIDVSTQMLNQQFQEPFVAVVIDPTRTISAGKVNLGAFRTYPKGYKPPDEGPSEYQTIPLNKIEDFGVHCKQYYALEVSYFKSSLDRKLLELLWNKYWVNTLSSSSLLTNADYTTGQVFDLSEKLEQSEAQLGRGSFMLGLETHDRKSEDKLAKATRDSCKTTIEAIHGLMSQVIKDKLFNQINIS
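Detection – fluorescence polarization · System – HEK293T-derived human Csn5 enzyme · Controls – substrate-only high control, full reaction low control · Timing – 90 min, room temperature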
Starred values were filed as active, the others as inactive; i = inactive; / = no result given.

SMILES	MLLE-PAM2 inh	MsrA act	MsrA inh	E coli Lon inh	Rin1-Abl PPI inh	MT1-MMP act inh	FAS TE block	Rpn11 inh	CSN deneddyl inh
CC(=O)N/C(=C/c1ccccc1)c1ccccc1	0	-2	1.4	-4	-2	0	-8	i	4
Cn1nnnc1SCC(=O)N1CCc2ccccc21	12	17*	0.1	11	2	-2	-6	i	-3
Cc1nc2cc(NC(=O)Nc3cccc([N+](=O)[O-])c3)ccc2n1C	10	-5	0.1	7	-3	5	2	i	-3
O=c1[nH]c(Cc2ccccc2)nc2ccccc12	4	-1	1.4	-4	1	-2	-3	i	-6
O=C(NCc1cc(C(F)(F)F)cc(C(F)(F)F)c1)C1CC(c2ccccc2[N+](=O)[O-])=NO1 (centres undefined)	-3	1	-0.5	-3	0	3	25	i	1
COc1ccc(C(C(=O)NC(C)(C)C)N(CCc2ccccc2)C(=O)CCC(=O)Nc2cc(C)on2)cc1 (centres undefined)	6	-12	-1.6	14	5	/	5	i	0
OCC1(Cc2ccc(Cl)cc2)CCN(Cc2ccccc2F)CC1	-9	-11	-0.1	1	2	6	4	i	0
CCCCN=C(Nc1ccc(Cl)cc1)c1cccnc1	-5	4	0.0	-1	0	0	-5	i	4
Cc1ccc(Cl)c(N/C=C/C(=O)c2ccccc2)c1	11	-4	1.3	-3	-1	-6	29	i	-1
O=C(Nc1cccnc1)C1CCN(S(=O)(=O)c2ccc(Cl)cc2)CC1	-20	-4	-1.1	4	1	-1	-6	i	0
O=C(NC1c2ccccc2Oc2ccccc21)c1ccc([N+](=O)[O-])cc1	-9	-14	-0.7	-1	3	4	3	i	-4
Cc1c(NC(=O)CSc2nnnn2-c2ccc(O)cc2)c(=O)n(-c2ccccc2)n1C	-2	-2	0.4	-4	-1	1	-10	i	2
CCC(=O)c1ccc(OCC(O)CN2CCN(c3cccc(C(F)(F)F)c3)CC2)cc1 (centres undefined)	8	-9	-0.7	10	0	10	10	i	-4
O=C(Cn1ncc2ccccc21)N1CCN(c2cccc(C(F)(F)F)c2)CC1	-2	-4	1.7	2	4	3	3	i	1
COC(=O)Cc1ccc(NC(=S)NNC(=O)c2ccccc2Br)cc1	18	-2	-0.8	1	-1	4	-5	i	-16
CC(C)C(=O)Nc1nc(-c2ccc([N+](=O)[O-])cc2)cs1	15	-4	2.0	-5	0	1	49	i	1
O=C(COC(=O)C1CCC1)Nc1ccccc1Sc1ccccc1	6	-1	-1.6	9	0	-10	-6	i	-2
CCN=C(NCC)SC1CC(=O)N(c2ccc(OC)cc2)C1=O (centres undefined)	11	-8	-0.2	-2	3	6	-8	i	-2
COc1cc(C#N)ccc1OC(=O)c1cccc(S(=O)(=O)N2CCN(C)CC2)c1	-6	-9	-0.2	-6	1	-1	0	i	1
CCCCN1C(=O)/C(=C/C=C2/CC(C)(C)CN2C)SC1=S	i	0	-0.1	/	-15	-109	-88	/	-95
CCc1cccc(NC(=O)CCCn2nc(C)c3c(C)n(-c4ccccc4)nc3c2=O)c1	7	-2	-0.2	1	6	-2	0	i	2
CC(C)(O)C#Cc1ccc(C(=O)NCc2cccs2)s1	0	-1	0.3	4	-3	-2	-6	i	2
O=C(Nc1cccc(-c2nc3ccccc3s2)c1)c1ccc2c(c1)OCO2	-21	-3	3.4	-12	0	-3	10	i	1
On1onc2c3cc(-c4ccccc4)nc3ccc21	-11	-10	0.0	7	-3	-19	29	i	-1
O=C(c1cc(-c2ccc(Cl)c(Cl)c2)on1)N1CCCCCC1	4	1	-2.4	-4	-2	3	7	i	6
O=S(=O)(NCc1ccc2c(c1)OCO2)c1cccc2nsnc12	0	-4	0.8	0	-5	1	-1	i	-1
Clc1cc(Cl)cc(Nc2ncnc(-n3cccc3)n2)c1	5	2	-0.2	5	3	-4	6	i	3
Cc1cc(C)nc(N(C#N)S(=O)(=O)c2ccccc2)n1	3	-5	-0.1	-4	0	-2	-9	i	1
COc1ccc(/C(O)=C2/C(=O)C(=O)N(CCCC(=O)O)C2c2ccc(OC)c(OC)c2)cc1 (centres undefined)	-2	-4	-1.0	-2	2	2	-4	i	-4
CCOC(=O)c1cc(-c2nnc(-c3ccc(Oc4ccccc4)cc3)o2)c(C)nc1C	-12	0	0.6	2	2	-3	22	i	1
CCn1c(CNC(=O)COc2ccc(C(C)C)cc2)nnc1SCC(=O)Nc1cc(F)ccc1C	-106	-3	0.8	1	2	-3	12	i	-6
Cc1ccc(OCC(=O)Oc2ccc(C)c(C)c2)cc1	-17	-3	1.1	3	4	1	16	i	3
Cc1cc(C)nc(-n2ncc3c2CC(c2ccccc2C)CC3=O)n1 (centres undefined)	-1	-8	0.7	-1	4	-3	-8	i	-2
Cc1ccc(Nc2nc(N)nc(CSc3nnc(-c4ccncc4)o3)n2)cc1	2	-1	-0.1	-3	9.6*	11	-8	i	0
OCCOCCN1CCN(C(=S)Nc2ccccc2)CC1	-6	-8	0.7	-3	2	2	-3	i	13
CN(CC(=O)Nc1nc2ccccc2s1)S(=O)(=O)c1ccc(Cl)cc1	9	0	0.6	14	1	-3	17	i	6
COc1ccc(OCCOC(=O)Nc2ccccc2)cc1	12	4	-1.2	14	1	3	8	i	-4
CCN(CC)S(=O)(=O)c1ccc(/C=C/C(=O)OCC(=O)Nc2cccnc2Cl)cc1	-4	2	-0.5	-5	2	-3	0	i	1
CCN1CCN(c2ccc(NC(=O)c3ccc(F)cc3)cc2Cl)CC1	1	-1	-0.3	-1	5	0	-7	i	-4
COCCCNC(=S)N1CCC(C(=O)c2ccc(Cl)cc2)CC1	-138	-9	0.3	14	2	12	-3	i	0
COc1cc(-c2nc3cnccc3n2C)cc(OC)c1OC	-9	-1	0.1	-2	1	-1	-4	i	0
C=CCn1c(-c2cnn(-c3ccccc3)c2N)n[nH]c1=S	-25	0	0.8	4	4	5	-2	i	-1
O=C(O)CC(c1ccc(OC2CCCC2)cc1)N1C(=O)c2ccccc2C1=O (centres undefined)	2	-5	1.2	5	3	0	-1	i	4
COc1ccc(OC)c(C(=O)NC(CC(N)=O)c2ccc(NCC3CC3)c([N+](=O)[O-])c2)c1 (centres undefined)	-3	-1	-0.3	-2	-2	1	-11	i	-7
O=C(O)CC1S/C(=N/N=C/c2ccc(-c3ccc(Cl)cc3[N+](=O)[O-])o2)NC1=O (centres undefined)	8	-4	4.9*	2	5	2	-12	i	5
Cn1c(=O)c2c(nc(CN3CCOCC3)n2Cc2ccccc2)n(C)c1=O	6	-2	-0.9	4	3	7	-5	i	-1
c1ccc(Cn2nnc3c(NCC4CCCO4)ncnc32)cc1 (centres undefined)	-14	-2	-0.7	-2	-4	-1	-6	i	-5
CCCc1cc(N2CCCC(C(=O)Nc3cc(Cl)ccc3OC)C2)n2ncnc2n1 (centres undefined)	-7	-9	-0.5	-9	-1	10	2	i	-1
O=C(Cn1cc2c(n1)CCCC2)NCCc1ccccc1	-10	-3	0.1	-1	-2	3	-4	i	2
COCCn1c(-c2ccc(OC)cc2)cnc1SCC(=O)Nc1cccc2ccccc12	-84	1	-1.1	-2	-4	-2	22	i	5
Cc1oc2ccc(O)cc2c1C(=O)c1ccc([N+](=O)[O-])cc1	-4	-3	1.2	-3	-5	-4	-6	i	4
CC(O)(Cc1ccccn1)Cc1ccccn1	-7	-1	-0.5	-4	0	6	-9	i	1
O=C1C(Cc2ccc3[nH]ccc3c2)NC(=S)N1c1ccccc1 (centres undefined)	-83	-3	-0.8	-20	-2	1	0	i	-1
CCCCN1C[C@H](c2ccccc2)[C@@H](CC(=O)NC)C1=O	-9	-8	0.7	6	0	-2	-11	i	0
CCOC(=O)c1c(NC(=O)COC(=O)c2ccc(Cl)nc2)sc(C)c1C	14	-4	0.1	-4	4	4	6	i	0
O=C(O)c1cc(N/N=C/C(Cl)=C/c2ccccc2)ccc1Cl	-5	-10	2.5	2	0	-4	10	i	-4
CC(Oc1ccc(-c2ccccc2)c(F)c1)c1ccn(S(=O)(=O)c2ccc(Cl)cc2)n1 (centres undefined)	4	1	1.7	-6	1	2	17	i	5
CN(C)S(=O)(=O)c1ccc(NC(=O)CSc2nnc(-c3ccco3)o2)cc1	-2	-7	-0.9	-7	4	-4	-8	i	2
Cc1cc(=O)n(C)c2ccccc12	-11	-2	0.1	5	0	2	-4	i	4
COc1ccc(NC(=O)/C(C#N)=C/c2ccc(-c3ccccc3C(=O)O)o2)cc1	4	-4	1.0	-1	-1	3	-6	i	-1

A draw from above in order of heavy-atom count, rising.
SMILES	MLLE-PAM2 inh	MsrA act	MsrA inh	E coli Lon inh	Rin1-Abl PPI inh	MT1-MMP act inh	FAS TE block	Rpn11 inh	CSN deneddyl inh
Cn1c(=O)c2c(nc(CN3CCOCC3)n2Cc2ccccc2)n(C)c1=O	6	-2	-0.9	4	3	7	-5	i	-1
O=C(O)CC1S/C(=N/N=C/c2ccc(-c3ccc(Cl)cc3[N+](=O)[O-])o2)NC1=O (centres undefined)	8	-4	4.9*	2	5	2	-12	i	5
COCCn1c(-c2ccc(OC)cc2)cnc1SCC(=O)Nc1cccc2ccccc12	-84	1	-1.1	-2	-4	-2	22	i	5

Structures shown so far with a cyano group (three):
SMILES	MLLE-PAM2 inh	MsrA act	MsrA inh	E coli Lon inh	Rin1-Abl PPI inh	MT1-MMP act inh	FAS TE block	Rpn11 inh	CSN deneddyl inh
COc1cc(C#N)ccc1OC(=O)c1cccc(S(=O)(=O)N2CCN(C)CC2)c1	-6	-9	-0.2	-6	1	-1	0	i	1
Cc1cc(C)nc(N(C#N)S(=O)(=O)c2ccccc2)n1	3	-5	-0.1	-4	0	-2	-9	i	1
COc1ccc(NC(=O)/C(C#N)=C/c2ccc(-c3ccccc3C(=O)O)o2)cc1	4	-4	1.0	-1	-1	3	-6	i	-1

Carrying on.
SMILES	MLLE-PAM2 inh	MsrA act	MsrA inh	E coli Lon inh	Rin1-Abl PPI inh	MT1-MMP act inh	FAS TE block	Rpn11 inh	CSN deneddyl inh
CCc1ccc(NC(=O)CCc2ccc(CC)o2)cc1	-5	0	-0.3	-9	0	-1	8	i	0
O=C(NCCCO)c1cc2c([nH]c3ccccc32)c(-c2ccccc2)n1	2	-3	2.0	-3	2	2	6	i	2
CC(=O)Oc1ccc([N+](=O)[O-])cc1N1C(=O)c2ccccc2C1=O	-5	-12	-0.7	-10	1	5	-8	i	0
CCOc1cc(CNCc2cccs2)cc(Br)c1OC	-14	-2	-0.2	-9	1	6	9	i	2
O=C(Cn1cncn1)N/N=C/c1ccc(Cl)cc1	8	-4	-0.3	-5	1	1	-8	i	-6
CCCN1CC(=O)N2C(c3cccc(OC)c3OC)c3[nH]c4ccccc4c3C[C@H]2C1=O (some centres undefined)	-3	-1	0.2	-1	0	3	6	i	0
CCOC(=O)C1CCC2(CC1)C(C#N)=C(N)Oc1n[nH]c(C)c12 (centres undefined)	-10	0	0.1	-1	-3	6	-8	i	-4
CCOc1ccc(OCCC(=O)OC(C)C(=O)Nc2ccc(C(C)=O)cc2)cc1 (centres undefined)	-1	-2	0.5	-4	-2	-3	6	i	2
CC(=O)NC(Cc1cc(C)ccc1C)C(=O)N1CCN(C(=O)c2ccc(Br)cc2)CC1 (centres undefined)	-5	-5	0.2	-4	0	-2	-5	i	-1
COc1ccc(-c2oc3c(c2C#CC(C)(C)O)C(OCCO)CC3)cc1 (centres undefined)	/	0	-0.2	-1	/	4	-12	/	4
CC(=O)Nc1ccc(NC(=S)Nc2ccccc2)cc1	28	-6	0.8	-3	-1	4	-4	i	-2
CCc1cccc(C)c1NC(=S)NCc1ccccc1	13	-11	-1.6	4	0	-1	-1	i	4

MsrA inh: hit marks shown above.
smiles	MLLE-PAM2 inh	MsrA act	MsrA inh	E coli Lon inh	Rin1-Abl PPI inh	MT1-MMP act inh	Rpn11 inh	CSN deneddyl inh
O=C(O)CC1S/C(=N/N=C/c2ccc(-c3ccc(Cl)cc3[N+](=O)[O-])o2)NC1=O (centres undefined)	8	-4	4.9*	2	5	2	i	5
